# Bioassay records as filed in PubChem.
# APOBEC3G inh: blocks human APOBEC3G single-stranded DNA deamination. Q9HC16. recombinant A3G, ssDNA deamination FAM/TAMRA fluorescence. inhibition, % at 20 µM. 330,000 compounds, 0.28% hits. AID 493012;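 active means inhibition of at least 40% at 20 µM, with no more than 30% in the related APOBEC3A deaminase screen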;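 further: plate controls were DMSO wells with A3G for no effect and wells lacking A3G enzyme for full effect; some compounds called inactive have numbers as strong as hits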
# Target sequence (Q9HC16 whole entry, looked up): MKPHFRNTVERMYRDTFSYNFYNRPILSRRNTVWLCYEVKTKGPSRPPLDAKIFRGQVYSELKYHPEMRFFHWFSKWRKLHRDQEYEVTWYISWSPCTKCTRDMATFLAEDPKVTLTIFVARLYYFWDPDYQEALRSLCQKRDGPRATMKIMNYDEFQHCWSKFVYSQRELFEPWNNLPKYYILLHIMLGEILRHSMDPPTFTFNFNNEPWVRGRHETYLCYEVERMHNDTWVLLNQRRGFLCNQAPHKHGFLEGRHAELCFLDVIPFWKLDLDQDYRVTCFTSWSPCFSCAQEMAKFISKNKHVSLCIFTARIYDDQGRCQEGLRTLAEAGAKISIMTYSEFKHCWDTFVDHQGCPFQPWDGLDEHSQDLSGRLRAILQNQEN
# A3A deaminase: blocks human APOBEC3A ssDNA deamination | AID 493011 | 330,000 compounds, 0.41% hits | P31941 | recombinant A3A, FAM/TAMRA ssDNA deamination fluorescence | inhibition, % at 20 µM;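 active means at least 40% inhibition at 20 µM here, with at most 30% in a related deaminase screen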;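 further: plate controls were A3A with DMSO for no effect and wells lacking A3A enzyme for full effect; some results filed as inactive read as strong as hits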
# Target sequence (P31941 whole entry, looked up): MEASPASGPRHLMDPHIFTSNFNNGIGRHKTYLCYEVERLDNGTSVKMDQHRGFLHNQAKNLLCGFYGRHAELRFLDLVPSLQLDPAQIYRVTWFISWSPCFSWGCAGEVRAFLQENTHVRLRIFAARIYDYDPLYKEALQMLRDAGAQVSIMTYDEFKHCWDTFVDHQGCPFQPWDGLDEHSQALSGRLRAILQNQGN
# mIAP activ: mouse IAP activation; muIAP, CDP-Star luminescence, 30 min; hits give high values; 1 = vehicle-only enzyme signal, 0 = enzyme-free wells; activation factor at 10 µM; 330,000 compounds, 0.24% hits; AID 2805;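 active means activation factor of at least 2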; further: the source names both 10 and 20 µM as test concentration; values of inactives mirror those of a sister screen read the other way
#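 System: mouse IAP enzyme. Reagent: CDP-Star chemiluminescent phosphatase substrate. Benchmarks: DMSO wells, no-enzyme wells. Times: 30 min enzyme-substrate-compound incubation at room temperature. Detection: luminescence from enzymatic CDP-Star hydrolysis. Doses: test compounds delivered from DMSO solution.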
# hIAP inh: human IAP inhibition; P09923; purified IAP, CDP-Star luminescence, 30 min; inhibition, % at 10 µM; 330,000 compounds, 0.12% hits;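 active means inhibition reaching a set limit with compound at 10 µM in the primary screen, cut at about 35% in these data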;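 further: plate controls were DMSO wells with enzyme for no effect and no-enzyme buffer wells for full effect; values of inactives mirror those of a sister screen read the other way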
# MPTP block: permeability transition pore inhibition. isolated mouse mitochondria, Ca2+ swelling absorbance, 30 min. inhibition, % at 10 µM. 360,000 compounds, 1.4% hits;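 active means inhibition of 50% or more, scaled per plate between neutral and stimulator controls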;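 further: 0% = DMSO wells given calcium and 100% = 1 mM EGTA wells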
# hIAP activ: increases human intestinal alkaline phosphatase activity. P09923. purified human IAP, CDP-Star luminescence, 30 min; hits give high values; 1 = vehicle-only enzyme, 0 = enzyme-free background. activation factor at 10 µM. 330,000 compounds, 0.16% hits. AID 2524;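 active means activation factor of the enzyme at least 2-fold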; further: the source names both 10 and 20 µM as test concentration; values of inactives mirror those of a sister screen read the other way
# mIAP inh: mouse IAP inhibition | purified mouse IAP, CDP-Star luminescence, 30 min | inhibition, % at 10 µM | 330,000 compounds, 0.2% hits | AID 2806;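 active means inhibition of at least 40% at 10 µM in the primary screen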;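 further: plate controls were DMSO with enzyme for no effect and no enzyme wells for full effect; values of inactives mirror those of a sister screen read the other way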
# MIN6 prolif: induces beta-cell replication in MIN6 cells; MIN6 cells proliferation, ATPlite luminescence, 48 h; cells starved in 0.2% serum; 100% = growth in 10% serum; proliferation, % at 10 µM; 330,000 compounds, 0.29% hits; AID 2380;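 active means compounds whose signal lies at least 3.5 SD above the mean of all wells on their plate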;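 further: 0% = DMSO-treated cells in low-serum medium and 100% = 10% serum control; some compounds called inactive have numbers as strong as hits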
# ATG4B inhibitor: ATG4B (human) cysteine protease inhibition. Q9Y4P1. ATG4B cleavage of LC3-PLA2, NBD-HPC fluorescence, 1 h. inhibition, % at 8.33 µM. 340,000 compounds, 0.51% hits; in the data active means inhibition above about 40%
# Target sequence (Q9Y4P1 whole entry, looked up): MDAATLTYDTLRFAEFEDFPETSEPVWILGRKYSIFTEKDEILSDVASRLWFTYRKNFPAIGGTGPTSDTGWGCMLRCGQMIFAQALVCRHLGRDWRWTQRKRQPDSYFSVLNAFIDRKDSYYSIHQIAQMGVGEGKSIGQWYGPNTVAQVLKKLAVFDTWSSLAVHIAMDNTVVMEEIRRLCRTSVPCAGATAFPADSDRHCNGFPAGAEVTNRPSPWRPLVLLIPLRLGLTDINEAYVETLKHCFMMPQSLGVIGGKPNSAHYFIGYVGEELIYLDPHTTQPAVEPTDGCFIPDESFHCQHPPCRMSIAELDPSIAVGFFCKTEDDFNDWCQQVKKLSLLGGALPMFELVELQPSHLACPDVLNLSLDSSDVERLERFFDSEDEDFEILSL
# Starred values were filed as active, the others as inactive; . = no result given.
SMILES,APOBEC3G inh,A3A deaminase,mIAP activ,hIAP inh,MPTP block,hIAP activ,mIAP inh,MIN6 prolif,ATG4B inhibitor
CCCCCc1ccc(-c2cn(Cc3cccc(OC)c3)nn2)cc1,-3,-1,1.2,-11,1.6,1.1,-16,-3,19
O=[N+]([O-])c1ccc(O)c(Nc2ncnc3ccc(Br)cc23)c1,-1,1,0.87,13,102*,0.87,13,-6,-10
C#CCNC(=O)C1=C[C@@H](c2ccc(C#C)cc2)[C@H](CCCO)[C@@H](OCC)O1,-3,-1,1,-2,0.6,1,0,0,0
Cc1ccccc1S(=O)(=O)Cc1ccc(C(=O)NCCN2CCCCC2C)o1 (centres undefined),1,9,1.1,-18,-4.6,1.2,-10,-4,5
Cc1nn2c(-c3cccc(NC(=O)CSc4nc5ccccc5o4)c3)nnc2c2ccccc12,1,-2,0.81,-14,0.7,1.1,19,-3,-16
CCOC(=O)C1(Cc2cccc(Cl)c2)CCCN(C(=O)c2ccc(COC)s2)C1 (centres undefined),-7,-4,1,-6,1.6,1.1,-2,2,0
CC(=O)Nc1ccc(OCCC[n+]2ccccc2)cc1,-9,-1,0.97,4,-0.8,0.96,3,-1,-6
CCN1CCCC1CNC(=O)c1csc2c1CCCC2 (centres undefined),-6,-6,1.1,1,0.3,0.99,-7,6.4*,6
O=C(Nc1nnc(-c2cccs2)o1)c1cccc(Oc2ccccc2)c1,-7,-3,0.91,-14,-17,1.1,9,-6,-2
CNC(=O)/C(C#N)=C/c1ccc(-c2nc3ccccc3s2)o1,-10,-3,0.9,1,1.3,0.99,10,0,0
COc1ccc(CC(=O)NC(C)c2nnc(SCC(=O)Nc3ccccc3F)n2C)cc1 (centres undefined),-6,-2,1.1,-11,0.0,1.1,-8,-3,-5
COc1ccc(Cl)cc1NC(=O)COC(=O)Cc1cc(OC)c(OC)c(OC)c1,-2,-2,1,-4,-0.1,1,-2,-3,0
COC(=O)c1cccc(OCC(O)Cn2cnc3cc(C)c(C)cc32)c1 (centres undefined),-8,-2,1,-10,13,1.1,-5,-3,-3
CC1CN(C(=O)N2c3ccccc3Sc3ccccc32)C(C)CC1=O (centres undefined),-3,-3,0.99,11,0.6,0.89,1,-2,-11
O=C(CN1CCOCC1)Nc1cccc(Cl)c1Cl,-9,-3,1,-10,2.4,1.1,-4,-1,-3
CCOCCCn1c(=S)[nH]c2cc(C(=O)NC3CCCCC3C)ccc2c1=O (centres undefined),-4,-4,0.86,6,0.4,0.94,14,1,11
COc1nccnc1NS(=O)(=O)c1ccc(NC(=S)NC(=O)/C=C/c2ccc(F)cc2)cc1,-4,-3,0.92,11,22,0.89,8,-1,-2
CCOc1ccc(CNC(=O)C(=O)c2cn(CC(=O)N3CCOCC3)c3ccccc23)cc1OC,-5,-4,0.95,-11,-0.2,1.1,5,-4,-7
COc1ccc(CNc2nc3ccccc3n2Cc2ccc(Cl)cc2)cc1OC,5,10,1.7,-12,10,1.1,-71,-4,-11
CCCCNc1nc2ccccc2nc1NS(=O)(=O)c1ccc(F)cc1,-4,1,0.96,6,2.3,0.94,4,3,3
CC(=O)NS(=O)(=O)c1ccc(NC(=O)CSc2ccccc2)cc1,-6,2,1.1,6,0.8,0.94,-13,-2,-7
CCS(=O)(=O)n1nc(-c2ccco2)nc1N,-3,-2,0.98,-13,0.0,1.1,2,-1,-7
O=C(CO/N=C/c1cccc([N+](=O)[O-])c1)NC1CCCCCC1,-6,1,1,9,-6.5,0.91,0,-3,-7
CC(=O)N(CCc1ccccc1C)Cc1cc2cc3c(cc2[nH]c1=O)OCO3,1,0,0.94,-9,0.8,1.1,6,0,-1
CC(Oc1ccc(Cl)cc1)/C(N)=N/O (centres undefined),-6,0,1.1,-10,-0.9,1.1,-8,-2,-5

# Next part:
SMILES,APOBEC3G inh,A3A deaminase,mIAP activ,hIAP inh,MPTP block,hIAP activ,mIAP inh,MIN6 prolif,ATG4B inhibitor
Cc1cc(C)cc(N2C(=O)CN(Cc3ccccc3)C2=S)c1,-4,-1,0.99,-2,0.5,1,1,-7,70*
COc1cccc(CN2CC(C(=O)N3CCCCCCC3)CCC2=O)c1 (centres undefined),-1,7,1.1,-2,-0.5,1,-9,-2,-5
COc1ccc(OC)c(N(CC(=O)Nc2ccccc2)S(C)(=O)=O)c1,-11,-6,0.95,-16,-0.3,1.2,5,-3,3
CCCS(=O)(=O)c1c(S(=O)(=O)CCC)c2c(C(N)=O)cccn2c1C(=O)c1ccc(F)cc1,-5,0,1.1,0,-0.4,1,-12,2,-2
CCN(CC)S(=O)(=O)c1ccc(C(=O)NCc2ccc3c(c2)cc(C)n3C)cc1,1,0,1,0,1.8,1,0,-1,-7
COc1cc(C(=O)NCC(=O)OCC(=O)c2ccc[nH]2)cc(OC)c1OC,1,2,0.91,14,0.8,0.85,9,-4,-5
O=C(CSc1nnc(-c2cccs2)o1)OCc1ccccc1,-3,1,1,-7,-1.4,1.1,-1,-2,-3
OCCN1CCN(c2nc(-c3ccccc3)c3cc(Br)ccc3n2)CC1,-5,2,0.89,13,0.1,0.87,11,-6,-4
CC(C)c1ccc(CN(C(=O)/C=C/c2ccco2)C2CCS(=O)(=O)C2)cc1 (centres undefined),-1,3,0.98,6,2.2,0.94,2,0,-2
CCc1ccc(S(=O)(=O)NCCc2csc(-c3cccnc3)n2)s1,2,6,0.99,2,-0.9,0.98,1,5,-13
CC(=O)OCC(=O)[C@@]1(OC(C)=O)[C@@H](C)C[C@H]2[C@@H]3C[C@H](F)C4=CC(=O)C=C[C@]4(C)[C@@]3(F)[C@@H](O)C[C@@]21C,-2,2,0.94,-5,0.8,1.1,6,2,3
CCSc1nnc(NC(=O)Cn2cnc3ccccc3c2=O)s1,0,-3,1,-10,-1.0,1.1,-3,-1,-2
Cc1n[nH]c(=O)c2c(NC(=O)CSc3nnc(-c4ccco4)n3C)oc(C)c12,0,1,0.94,8,0.0,0.93,6,1,-6
COc1ccc(S(=O)(=O)N2CCCCC2)cc1NC(=O)CN1C(=O)NC(C)(C2CC2)C1=O (centres undefined),-2,11,0.98,2,-1.0,0.98,2,-1,-14
Cc1cc2c(cc1S(=O)(=O)CCC(=O)Nc1cccc(C(F)(F)F)c1)OCC(=O)N2,-5,-4,1.1,3,0.0,0.97,-12,0,1
O=c1[nH]c(O)c(/C=C2\C=Nc3ccc(Br)cc32)[nH]1,8,22,0.99,-11,0.0,1.1,1,-3,-9
Cc1occc1-c1n[nH]c(=S)n1C,9,-4,0.97,2,-1.0,0.98,2,2,-6
Cc1ccc(C(=O)NC(Cc2ccc(C(C)(C)C)cc2)C(=O)O)cc1 (centres undefined),-6,-1,1.1,.,0.4,.,-17,.,2
O=S(=O)(Nc1ccc(Cl)cn1)c1ccccc1,-6,-3,1,0,-1.0,1,-2,-3,3
COC(=O)c1ccccc1NC(=O)NCc1ccncc1,-5,-3,0.97,-15,2.9,1.2,3,-3,-11
COc1ccc(OCCSc2nc(C)c(Cc3ccccc3)c(=O)[nH]2)cc1,-17,-1,0.94,5,1.7,0.95,6,2,-5
COc1ccc(CN(Cc2cccnc2)S(=O)(=O)c2ccc(-n3cnnn3)c(OC)c2)cc1,-8,0,1,-6,1.2,1.1,-1,-1,-12
CC#CCOC(=O)c1c(C)nc2sc3c(c2c1N)CCC(O)C3 (centres undefined),3,5,0.94,0,15,1,6,-4,-8
COC(=O)[C@@]1(C)[C@H]2C(=O)N(Cc3ccccc3)C(=O)[C@H]2[C@H]2CN(C)C(=NC3CCCCC3)N21,7,3,1.2,.,-0.3,.,-19,.,2
CC(C)n1nc(C(=O)Nc2cccc(S(=O)(=O)N3CCOCC3)c2)c2ccccc2c1=O,-9,-2,0.98,16,0.5,0.84,2,6,4

# The results go on.
SMILES,APOBEC3G inh,A3A deaminase,mIAP activ,hIAP inh,MPTP block,hIAP activ,mIAP inh,MIN6 prolif,ATG4B inhibitor
Cc1sc(NC(=O)CSc2nnc(C)c(=O)[nH]2)c(C#N)c1C,-5,-5,0.93,2,-0.5,0.98,7,0,-12
CC(=O)Nc1ccc(C(=O)OCc2ccc(Br)cc2)cc1,-4,2,0.97,5,0.4,0.95,3,0,-5
O=C(OCC(=O)N1CCc2ccccc2C1)c1ccc(O)cc1,-6,-1,0.9,-8,-1.3,1.1,10,-2,0
Cc1ccc(C(=O)NC(=S)NCC(=O)c2ccccc2)cc1,2,0,0.87,-20,0.3,1.2,13,1,-10
CNC(=O)COc1ccc(Nc2nnc(-c3ccc(C)c(S(N)(=O)=O)c3)c3ccccc23)cc1,-4,-3,0.93,2,1.5,0.98,7,1,-12
COC(=O)c1nn(-c2c(C)n(C)n(-c3ccccc3)c2=O)cc1O,-11,-9,0.96,7,-0.8,0.93,4,-2,-13
Cc1ccc(-c2nnc(C)c(N3CCOCC3)n2)cc1,-5,-3,1,-32,-4.8,1.3,-2,-2,-3
Nc1nonc1OCCN1CCN(c2ccc([N+](=O)[O-])c3cccnc23)CC1,-5,1,0.93,23,1.4,0.77,8,-3,2
CCN(CC)c1ccc([C@H]2[C@@H]3CCCC[C@]3(O)CCN2CC(=O)NCc2ccco2)cc1,-1,-1,0.89,12,-0.4,0.88,11,-1,7
CSCCCN1CCC(n2nccc2NC(=O)CCCc2ccccc2)CC1,-2,-3,1,-8,0.0,1.1,-5,-3,19
CCCNC(=O)NC(=O)CSc1nc2cc(C(=O)OC)ccc2c(=O)n1-c1ccccc1,-4,7,0.93,-17,0.0,1.2,8,-3,-10
O=C(CCCn1c(=O)[nH]c2ccsc2c1=O)N1CCN(Cc2ccc3c(c2)OCO3)CC1,-1,-1,0.99,3,-0.2,0.97,1,-2,-3
COc1ccc(CCN2CCCC(CN(C)Cc3cc(OC)c(OC)c(OC)c3)C2)cc1 (centres undefined),-9,-4,1,-1,1.1,1,-3,-2,3
COc1ccc(N2CCN(C(=O)c3ccc(NS(=O)(=O)c4cccc(F)c4)cc3)CC2)cc1,-2,3,0.91,-11,-3.5,1.1,9,-3,-11
Cc1ccc(C)c(NS(=O)(=O)c2cc3c4c(c2)CC(=O)N4CCC3)c1,-6,-5,1,-7,-0.4,1.1,-2,-1,-2
COc1ccc(N(CC(=O)NC2CCCCC2)C(=O)c2ccc(C)s2)cc1OC,5,-6,1.1,-18,-0.6,1.2,-6,-2,-3
O=C(Nc1cc(=O)[nH]c2ncnn12)c1ccco1,-3,4,0.95,-15,3.1,1.2,5,2,-1
COCCN(CCOC)S(=O)(=O)c1ccc(/C(O)=C(\C#N)c2nc3ccccc3[nH]2)cc1,-1,4,0.86,-15,0.7,1.1,14,-1,-7
O=C(CCCOc1ccc(Cl)cc1)N1CCOCC1,-1,-1,0.99,4,1.6,0.96,1,3,3
O=C(Nc1ccc(S(=O)(=O)Nc2nccs2)cc1)c1ccccc1OC(F)F,0,-1,1,-7,-0.1,1.1,0,-2,3

# Compound profiles (already shown). Screens in order: APOBEC3G inh	A3A deaminase	mIAP activ	hIAP inh	MPTP block	hIAP activ	mIAP inh	MIN6 prolif	ATG4B inhibitor
# Record of `O=C(CCCOc1ccc(Cl)cc1)N1CCOCC1` → -1	-1	0.99	4	1.6	0.96	1	3	3
# Record of `CSCCCN1CCC(n2nccc2NC(=O)CCCc2ccccc2)CC1` → -2	-3	1	-8	0.0	1.1	-5	-3	19
# Record of `O=C(OCC(=O)N1CCc2ccccc2C1)c1ccc(O)cc1` → -6	-1	0.9	-8	-1.3	1.1	10	-2	0

# Rows were taken by chance; any-hit rate near 3.3%.
